Source: PubChem BioAssay
pAkt inh: inhibitors of Akt phosphorylation; activity change, % for hits at 50 µM; 0.32% of 360,000 active; Neuro2A IGF-stimulated pAkt S473 HTRF, 20 min; stronger effect = lower value; in the data active = activity change below about -80%; inconclusive = mostly about -51% to -80%; note: % is set by controls: 0 for no effect and ±100 for the full control effect
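Single-point screen (50 µM final compound) in Neuro2A cells stimulated 20 min with 6 nM IGF at 37 deg C. After lysis, Ser473-phosphorylated Akt read by HTRF (ex 330 nm, em 615/665 nm) as the 665/615 ratio.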
TGFb inhibitor: blocks TGF-b signaling. HepG2 CAGA-GFP TGF-b/SMAD3 reporter, GFP fluorescence, 18 h; TGF-beta stimulated, 500 pg/mL final. Potency, µM (highest dose often 46.1 µM), for the others: top-dose activity, negative = inhibition, most hits filed as inhibitors. 1.2% of 410,000 active. AID 588855; note: potency is the fitted concentration of half-maximal effect; % is set by controls: 0 for no effect and ±100 for the full control effect; nearly all actives have a fitted effect of over 65% in size
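HEPG2 CAGA-GFP, 1000 cells/well; 2 h settle, 37 C; cpd via pin tool; TGF-b 500 pg/mL final; 18 h, 37 C; GFP imaging ex488/em500-530; %Activity normalised to -TGF-b and +DMSO controls; CRC fit, curve class.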
MmCpn inh: inhibitors of Methanococcus maripaludis chaperonin (MmCpn) | 0.031% of 330,000 active | purified Mm-Cpn ATPase, ADP Transcreener TR-FRET | AID 504842 | Potency, µM (top dose mostly 76.9 µM), for inactives: at the top dose activity, negative = inhibition, actives largely listed as inhibitors; note: potency is the fitted concentration of half-maximal effect; % is set by controls: 0 for no effect and ±100 for the full control effect; nearly all actives have a fitted effect of over 80% in size
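Quantitative HTS used 25 nM Mm-CPN and 10 uM ATP in magnesium/KCl Tris buffer, pH 7.4, with 1 mM DTT. Hydrolysis ran 30 min at 37°C; ADP was read by HTRF.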
CCT chaperon mod: changes cytosolic chaperonin activity; purified chaperonin ATPase assay, HTRF ADP detection, 30 min; activity change, % (concentration not given with the values), hits read low; 0.3% of 360,000 active; in the data active = activity change below about -30%; note: % is set by controls: 0 for no effect and ±100 for the full control effect
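TRiC at 40 or 20 nM final (batch-dependent) in 30 mM Tris pH 7.4, 100 mM KCl, 5 mM MgCl2, 1 mM DTT, with compound at single 76 uM and 10 uM ATP, 30 min at 37 deg C. ADP detected by HTRF Transcreener, 665/615 ratio.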
A549 tox: counter-screen for Nrf2 inhibitors: cytotoxicity in A549 cells; A549 ARE-Fluc cells, CellTiter-Fluor viability, 18-24 h; Potency, µM (doses to about 46 µM), inactives show at the highest dose activity change, negative = cytotoxicity, actives largely listed as inhibitors; 0.16% of 390,000 active; note: potency is the fitted concentration of half-maximal effect; % is set by controls: 0 for no effect and ±100 for the full control effect
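Cytotoxicity counterscreen: CellTiter-Fluor fluorescence was measured in A549 ARE_Fluc cells after 18-24 h of compound exposure in a concentration series. The subsequent BugLite luminescent read reports ARE-luciferase activity.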
Nrf2 inh: Nrf2 pathway inhibition; A549 ARE-Fluc reporter, luciferase luminescence, 18-24 h; Potency, µM (top dose mostly 46 µM), inactives show at the top dose activity change, negative = inhibition, usual class: inhibitors; 2.1% of 360,000 active; note: potency is the fitted concentration of half-maximal effect; % is set by controls: 0 for no effect and ±100 for the full control effect; nearly all actives have a fitted effect of over 60% in size
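A549 ARE_Fluc cells, 5000/well, 5% FBS OPTI-MEM; compounds in dose-response, 18-24 h at 37 °C/5% CO2; CellTiter-Fluor viability read (Ex 405/Em 525), then BugLite luciferase luminescence = Nrf2 activity.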
Nrf2 activator: activates Nrf2 signaling; AID 624171; AREc32 ARE-luciferase reporter (MCF7-derived line), luminescence, 24 h; 0.31% of 410,000 active; Potency, µM (top dose mostly 46.1 µM), without a hit: top-dose activation, most hits filed as activators; note: potency is the fitted concentration of half-maximal effect; % of control where 0% means no effect; nearly all actives have a fitted effect of over 65% in size
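Luminescent ARE reporter assay in AREc32_Fluc cells: overnight plating at 37 deg C, 24 hr compound incubation, Steady-Glo added, 30 min RT before reading.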
HepG2 tox: HepG2 cytotoxicity, counter-screen for TGF-b inhibitors; HepG2 CAGA-GFP viability, ATP luminescence, 18 h; Potency, µM (top dose mostly 46.1 µM), without a hit: at the top dose activity change, negative = cytotoxicity, most hits filed as cytotoxic; 0.76% of 410,000 active; AID 588856; note: potency is the fitted concentration of half-maximal effect; some results filed as inactive show a strong effect at the top dose
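HepG2 CAGA-GFP cells (1000/well, DMEM with 1% FBS) received compound, then TGF-beta at 500 pg/mL final, and were incubated 18 hours at 37 degrees C. Viability was read by CellTiter-Glo luminescence. Media-only wells were set as complete cell-killing and DMSO as no toxicity.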
ATXN viability: reduces viability in counter-screen for ATXN expression inhibitors; S2 cells (HEK-293 line with an ATXN2-luciferase reporter) viability, CellTiter-Fluor protease fluorescence, 24 h; Potency, µM (highest dose often 56.7 µM), actives largely listed as cytotoxic; 0.49% of 400,000 active; note: potency is the fitted concentration of half-maximal effect; nearly all actives have a fitted effect of over 40% in size
Active calls of the source: *; & = joins results of further samples; [ ] = remark or other dose. Unless noted, calls come from the whole dose curve; as a rule, active = well fitted curve in the direction sought with a large enough effect; inconclusive = small, poorly fitted or top-dose-only effect, or another doubt; inactive = no such curve, though single readings can be large; an effect the other way counts as inactive or inconclusive. The order is random; about 4.4% have a hit in one of these screens.

Results for COc1ccc(N2CCN(C(=O)COC(=O)[C@@H](NC(=O)c3c(F)cccc3F)C(C)C)CC2)cc1 ?
pAkt inh: inactive; TGFb inhibitor: inconclusive; CCT chaperon mod: -0.1; A549 tox: 7%; Nrf2 inh: 10%; Nrf2 activator: -0.2%; HepG2 tox: -20%; ATXN viability: inactive

What do the screens show for `Cn1c(=O)n(CC(=O)O)c(=O)c2c1nc1n2CCCN1Cc1ccccc1`?
pAkt inh: inactive; TGFb inhibitor: -1%; MmCpn inh: 0%; CCT chaperon mod: -0.4; A549 tox: 0%; Nrf2 inh: 7%; Nrf2 activator: -0.2%; HepG2 tox: -2%; ATXN viability: inactive

How did COc1ccc(CCNC(=S)Nc2ccc(C(C)C)cc2)cc1 do in these assays?
pAkt inh: inactive; TGFb inhibitor: 16µM*; MmCpn inh: 3%; CCT chaperon mod: 0.1; A549 tox: 8%; Nrf2 inh: -6%; Nrf2 activator: 2.8%; HepG2 tox: -72%; ATXN viability: inactive

How did Cc1onc(-c2c(Cl)cccc2Cl)c1NC(=O)NC1CCSC1 (stereo not drawn) do in these assays?
pAkt inh: inactive; TGFb inhibitor: 4%; MmCpn inh: -1%; CCT chaperon mod: 0.3; A549 tox: -5%; Nrf2 inh: -4%; Nrf2 activator: -2.6%; HepG2 tox: -39%; ATXN viability: inactive

What do the screens show for `COc1cccc(CNCc2ccco2)c1O`?
pAkt inh: inactive; TGFb inhibitor: 3%; MmCpn inh: -5%; CCT chaperon mod: 2.5; A549 tox: -1%; Nrf2 inh: 4%; Nrf2 activator: -0.3%[9.22 µM]; HepG2 tox: 10%; ATXN viability: inactive

Results for CCc1cc2c(cc3c(=O)n(CC(=O)NCc4cccc(Cl)c4)nc(CC)n32)s1 ?
TGFb inhibitor: inconclusive; A549 tox: 6%; Nrf2 inh: 3%; Nrf2 activator: -0.8%; HepG2 tox: -1%

What do the screens show for `CCCC(C(=O)NCCC(C)C)N(Cc1ccccc1)C(=O)c1snc(C(N)=O)c1N` (stereo not drawn)?
pAkt inh: inactive; TGFb inhibitor: -15%; MmCpn inh: 0%; CCT chaperon mod: 1.6; A549 tox: -8%; Nrf2 inh: -10%; Nrf2 activator: 0.7%; HepG2 tox: -28%; ATXN viability: inconclusive

What do the screens show for `O=C(Nc1ccc(NC(=O)c2cccs2)cc1)c1ccc2ccccc2c1`?
pAkt inh: inactive; TGFb inhibitor: 14%; MmCpn inh: -4%; CCT chaperon mod: -0.6; A549 tox: inconclusive; Nrf2 inh: 2%; Nrf2 activator: -0.2%; HepG2 tox: 5%; ATXN viability: inactive

How did COc1ccc(NS(=O)(=O)c2ccc(-c3coc(C)n3)cc2)c(OC)c1 do in these assays?
pAkt inh: inactive; TGFb inhibitor: inconclusive; MmCpn inh: 3%; CCT chaperon mod: -1.9; A549 tox: 3%; Nrf2 inh: -14%; Nrf2 activator: -0.3%; HepG2 tox: -1%; ATXN viability: inactive

What do the screens show for `CCCC(=O)NC(C)C(c1cccs1)N1CCN(C)CC1` (stereo not drawn)?
pAkt inh: inactive; TGFb inhibitor: -18%; MmCpn inh: -1%; CCT chaperon mod: -3.6; A549 tox: inconclusive; Nrf2 inh: 15%; Nrf2 activator: 0.3%; HepG2 tox: -15%; ATXN viability: inactive

How did O=C(Nc1nc(COc2ccccc2)cs1)c1ccccc1F do in these assays?
pAkt inh: inactive; TGFb inhibitor: inconclusive; MmCpn inh: -5%; CCT chaperon mod: -3.6; A549 tox: 12%; Nrf2 inh: 6%; Nrf2 activator: 2.8%; HepG2 tox: -9%; ATXN viability: inactive

How did CC1CC(C)(C)NC(=S)N1CCCC(=O)NCCc1ccc(Cl)cc1 (stereo not drawn) do in these assays?
pAkt inh: inactive; TGFb inhibitor: 8%; MmCpn inh: 0%; CCT chaperon mod: 0.5; A549 tox: -3%; Nrf2 inh: -7%; Nrf2 activator: -0.6%; HepG2 tox: -26%; ATXN viability: inactive

How did CCCC(=O)NC(c1ccc(OC)cc1)c1ccc2cccnc2c1O (stereo not drawn) do in these assays?
pAkt inh: inactive; TGFb inhibitor: inconclusive; MmCpn inh: 2%; CCT chaperon mod: -1.3; A549 tox: inconclusive; Nrf2 inh: inconclusive; Nrf2 activator: 4.6%; HepG2 tox: -9%

How did CC(C)N(C(=O)[C@H]1C[C@H](CC(=O)NCCCN(C)C)C(=O)N2CCc3c([nH]c4cc(CCC(=O)N(C)C)ccc34)[C@]12C)C(C)C do in these assays?
pAkt inh: inactive; TGFb inhibitor: 21%; MmCpn inh: 5%; CCT chaperon mod: -1.8; A549 tox: -3%; Nrf2 inh: 1%; Nrf2 activator: -0.9%; HepG2 tox: -16%; ATXN viability: inactive

Results for COc1cccc(CN(C)C(=O)COc2ccc(C(=O)c3ccc(Cl)cc3)cc2)c1OC ?
pAkt inh: inactive; TGFb inhibitor: -28%; MmCpn inh: -3%; CCT chaperon mod: 0.3; A549 tox: 2%; Nrf2 inh: -12%; Nrf2 activator: 3.4%; HepG2 tox: -12%; ATXN viability: inactive

Results for O=C(CN1C(=O)NC2(CCCC2)C1=O)OCc1ccc(F)cc1 ?
pAkt inh: inactive; TGFb inhibitor: -16%; MmCpn inh: 0%; CCT chaperon mod: -1.7; A549 tox: 3%; Nrf2 inh: 2%; Nrf2 activator: 0.1%; HepG2 tox: -6%; ATXN viability: inactive

How did O=c1oc2ccccc2c2c1nnn2CCO do in these assays?
pAkt inh: inactive; TGFb inhibitor: 17%; MmCpn inh: 1%; CCT chaperon mod: 0.3; A549 tox: 0%; Nrf2 inh: -10%; Nrf2 activator: 0.0%; HepG2 tox: -3%; ATXN viability: inactive

How did COc1ccc(-c2nnn(CC(=O)N(CC(=O)NC3CCCC3)Cc3ccco3)n2)cc1OC do in these assays?
pAkt inh: inactive; TGFb inhibitor: 1%; MmCpn inh: 0%; CCT chaperon mod: -8.2; A549 tox: -1%; Nrf2 inh: 2%; Nrf2 activator: 0.2%; HepG2 tox: 2%; ATXN viability: inactive

Results for CC1CCCN(C2(O)C(=O)Nc3ccc([N+](=O)[O-])cc32)C1 (stereo not drawn) ?
pAkt inh: inactive; TGFb inhibitor: -7%; MmCpn inh: 0%; CCT chaperon mod: -1.2; A549 tox: -8%; Nrf2 inh: 1%; Nrf2 activator: 0.3%; HepG2 tox: -11%; ATXN viability: inconclusive

What do the screens show for `O=C(/C=C/c1ccco1)NC(=S)Nc1cccc(C(=O)O)c1`?
pAkt inh: inactive; TGFb inhibitor: 10%; MmCpn inh: -3%; CCT chaperon mod: -2.9; A549 tox: 2%; Nrf2 inh: inconclusive; Nrf2 activator: 0.0%; HepG2 tox: 0%; ATXN viability: inactive

What do the screens show for `O=C(NC1CCCCC1)N(CCO)Cc1cc2cc3c(cc2[nH]c1=O)OCCO3`?
TGFb inhibitor: 0%; MmCpn inh: 3%; CCT chaperon mod: 0.6; A549 tox: 14%; Nrf2 inh: 0%; Nrf2 activator: -0.2%; HepG2 tox: -3%

What do the screens show for `COc1cccc(NC(=O)Nc2cccn(Cc3ccc(C)cc3)c2=O)c1`?
pAkt inh: inactive; TGFb inhibitor: inconclusive; MmCpn inh: -26%; CCT chaperon mod: -6.3; A549 tox: -13%; Nrf2 inh: inconclusive; Nrf2 activator: 15%; HepG2 tox: -10%; ATXN viability: inactive

How did CN(CC(=O)Nc1ccc(F)cc1)C(=O)c1ccccc1Sc1ccccc1C#N do in these assays?
pAkt inh: inactive; TGFb inhibitor: -8%; MmCpn inh: 1%; CCT chaperon mod: -2.0; A549 tox: -7%; Nrf2 inh: 0%; Nrf2 activator: -0.4%; HepG2 tox: -22%; ATXN viability: inconclusive

How did CN(/N=C/c1cc(Cl)cc(Cl)c1O)C(=S)NC(C)(C)C do in these assays?
pAkt inh: inactive; TGFb inhibitor: inconclusive; MmCpn inh: -3%; CCT chaperon mod: -1.8; A549 tox: -8%; Nrf2 inh: inconclusive; Nrf2 activator: 3.7%; HepG2 tox: -55%

How did O=C(CSc1nc2c([nH]c3ccccc32)c(=O)n1-c1cccc(Cl)c1)N1CCOCC1 do in these assays?
pAkt inh: inactive; TGFb inhibitor: inconclusive; MmCpn inh: -12%; CCT chaperon mod: -2.6; A549 tox: -6%&-18%; Nrf2 inh: 8%; Nrf2 activator: 10%&6.4%; HepG2 tox: -5%&-36%; ATXN viability: inactive

How did CCc1cc2cc3c(cc2nc1SCC(=O)Nc1c[nH]c(=O)[nH]c1=O)OCO3 do in these assays?
pAkt inh: inactive; TGFb inhibitor: 23%; MmCpn inh: -13%; CCT chaperon mod: 0.1; A549 tox: 1%; Nrf2 inh: 12%; Nrf2 activator: -0.1%; HepG2 tox: -1%; ATXN viability: inactive

Results for CC(C)c1ccc(Nc2c(-c3ccc(N(C)C)cc3)nc3cnccn23)cc1 ?
TGFb inhibitor: 1%; A549 tox: 2%; Nrf2 inh: 6%[9.27 µM]; Nrf2 activator: 0.4%; HepG2 tox: 0%; ATXN viability: inactive
